Screens as filed in PubChem BioAssay.
mut p53 react – mutant p53 pathway reactivation; 1.5% of 28,000 active; activation, % at 9.98 µM; SW480 PUMA-promoter luciferase; in the data active means activation above about 52%; inconclusive means no clear call, values can overlap the other calls
STK33 kin inh – human STK33 kinase inhibition | ADP-Glo luminescence, MBP substrate | inhibition, % at 12.5 µM | 0.44% of 27,000 active; in the data active means inhibition above about 20%; inconclusive means no clear call, values can overlap the other calls
Target sequence (Q9BYT3 whole entry, looked up): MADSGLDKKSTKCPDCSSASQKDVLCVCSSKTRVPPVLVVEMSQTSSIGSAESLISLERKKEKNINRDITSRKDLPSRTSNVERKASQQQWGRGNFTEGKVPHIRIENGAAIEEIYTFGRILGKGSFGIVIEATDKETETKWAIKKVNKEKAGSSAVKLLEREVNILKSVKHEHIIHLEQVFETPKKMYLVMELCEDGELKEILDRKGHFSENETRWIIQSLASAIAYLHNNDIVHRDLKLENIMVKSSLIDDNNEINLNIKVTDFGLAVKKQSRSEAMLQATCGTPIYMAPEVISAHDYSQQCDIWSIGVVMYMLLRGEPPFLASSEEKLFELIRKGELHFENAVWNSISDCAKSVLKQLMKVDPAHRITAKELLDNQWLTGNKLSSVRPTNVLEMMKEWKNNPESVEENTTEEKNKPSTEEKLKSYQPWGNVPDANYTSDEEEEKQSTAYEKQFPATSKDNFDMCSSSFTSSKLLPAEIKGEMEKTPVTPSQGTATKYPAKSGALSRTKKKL
* hit, by the source's call; ? = inconclusive; · = not tested or not shown. Not all compounds are listed; the hit share may differ from the screen's.

Values run as follows: mut p53 react | STK33 kin inh
Cc1noc(C)c1S(=O)(=O)Nc1ccc2c(c1)C(=O)N([C@@H](C)CO)C[C@@H](C)[C@H](CN(C)C(=O)CCC(F)(F)F)OCCCC[C@@H](C)O2
 : 2 | ·
O=C1CSC(C23CC4CC(CC(C4)C2)C3)N1 (centres undefined)
 : -18 | ·
O=C(O)/C=C/c1ccccc1O[C@@H]1O[C@H](CO)[C@@H](O)[C@H](O)[C@H]1O
 : -9 | 0
COc1ccccc1NC(=O)N(C)C[C@H]1Oc2ncc(C#CC(C)C)cc2C(=O)N([C@@H](C)CO)C[C@@H]1C
 : 7 | ·
Cc1noc(C)c1NC(=O)Nc1ccc2c(c1)C(=O)N([C@@H](C)CO)C[C@@H](C)[C@H](CN(C)C)OCCCC[C@H](C)O2
 : 4 | ·
COc1ccc(C#Cc2ccc3c(c2)[C@]2(C(=O)N3)[C@H](c3ccc(O)cc3)N3[C@H](c4ccccc4)[C@H](c4ccccc4)OC(=O)[C@H]3[C@@H]2C(N)=O)cc1
 : · | 9
C[C@@H]1CN([C@@H](C)CO)C(=O)c2cc(NC(=O)Nc3ccc4c(c3)OCO4)ccc2O[C@@H](C)CCCCO[C@H]1CN(C)C(=O)c1ccccc1
 : -21 | ·
COc1cccc2cc(C(=O)NCc3ccccn3)c(=O)oc12
 : 84* | -3
Cc1noc(C)c1NC(=O)Nc1ccc2c(c1)CC(=O)N([C@@H](C)CO)C[C@H](C)[C@H](CN(C)C(=O)Nc1ccc(F)cc1)O2
 : · | 5
CC(C)NC(=O)N(C)C[C@@H]1OCCCC[C@@H](C)Oc2ccc(NS(=O)(=O)c3cccs3)cc2C(=O)N([C@H](C)CO)C[C@@H]1C
 : · | -6
Cc1sc2ncn(CC(=O)Nc3cccc(C(F)(F)F)c3)c(=O)c2c1-c1ccc(Cl)cc1
 : -1 | -3
N#Cc1c(C(F)(F)F)cc(-c2ccccc2)nc1SCCC(=O)Nc1ccccc1
 : -3 | 2
CC(C)NC(=O)Nc1ccc2c(c1)C(=O)N([C@H](C)CO)C[C@H](C)[C@@H](CN(C)C(=O)NC1CCCCC1)OCCCC[C@@H](C)O2
 : · | -3
CC(C)=C1C[C@@]2(CO)C(=CC1=O)CC[C@@H](O)[C@@H]2C
 : 2 | -1
COc1ccccc1NC(=O)CNS(=O)(=O)c1ccc(C(C)(C)C)cc1
 : 10 | -1
COc1ccc(S(=O)(=O)N(C)CC(=O)Nc2ccccc2)cc1C
 : -13 | 0
Cc1ccc(NC(=O)CCN2C(=O)c3cccc([N+](=O)[O-])c3C2=O)c(Br)c1
 : -14 | -4
Cc1ccccc1OCc1nn2c(COc3ccccc3)nnc2s1
 : -7 | 4
COc1ccc(S(=O)(=O)Nc2ccc3c(c2)C(=O)N([C@H](C)CO)C[C@H](C)[C@H](CN(C)S(=O)(=O)c2c(C)noc2C)O3)cc1
 : 5 | ·
c1ccc(CSc2nnc3n(CCOc4ccccc4)c4ccccc4n23)cc1
 : 5 | ·
O=C(COc1ccc(Cl)cc1Cl)Nc1ccccc1[N+](=O)[O-]
 : 23 | 1
Cc1ccc(S(=O)(=O)Nc2ccc3c(c2)CC(=O)N([C@H](C)CO)C[C@@H](C)[C@@H](CN(C)C(=O)Nc2ccc(C(F)(F)F)cc2)O3)cc1
 : · | 0
C[C@@H]1CN([C@@H](C)CO)C(=O)c2cc(NC(=O)Nc3ccccc3)ccc2O[C@@H](C)CCCCO[C@@H]1CN(C)C(=O)Nc1ccccc1
 : -16 | ·
C[C@@H]1CCCCO[C@H](CN(C)C(=O)Nc2ccc(C(F)(F)F)cc2)[C@@H](C)CN([C@H](C)CO)C(=O)c2cc(NS(=O)(=O)c3ccc(F)cc3)ccc2O1
 : · | -2
CNC[C@H]1OCCCC[C@H](C)Oc2ccc(NC(=O)Nc3ccc(OC)cc3)cc2C(=O)N([C@H](C)CO)C[C@@H]1C
 : 2 | ·
Cc1nc(S(=O)(=O)N2CCN(Cc3cccc(OCCO)c3)CC2)cn1C
 : · | -6
O=c1cc(C23CC4CC(CC(C4)C2)C3)[nH][nH]1
 : -1 | ·
C[C@@H]1CN([C@H](C)CO)C(=O)c2cc(NC(=O)NC3CCCCC3)ccc2O[C@H]1CN(C)C(=O)Nc1ccc(F)cc1
 : 9 | ·
CN(C)C(=O)[C@]1(Cc2ccccc2CN=[N+]=[N-])N=C(c2ccc(OCCCO)cc2)O[C@@H]1c1ccccc1
 : · | 6
CCCC#Cc1cnc2c(c1)C(=O)N([C@H](C)CO)C[C@H](C)[C@H](CN(C)C(=O)CCN1CCCCC1)O2
 : 8 | ·

By substructure: the entries above containing an aryl methoxy group.
Values run as follows: mut p53 react | STK33 kin inh
COc1ccccc1NC(=O)N(C)C[C@H]1Oc2ncc(C#CC(C)C)cc2C(=O)N([C@@H](C)CO)C[C@@H]1C
 : 7 | ·
COc1ccc(C#Cc2ccc3c(c2)[C@]2(C(=O)N3)[C@H](c3ccc(O)cc3)N3[C@H](c4ccccc4)[C@H](c4ccccc4)OC(=O)[C@H]3[C@@H]2C(N)=O)cc1
 : · | 9
COc1cccc2cc(C(=O)NCc3ccccn3)c(=O)oc12
 : 84* | -3
COc1ccccc1NC(=O)CNS(=O)(=O)c1ccc(C(C)(C)C)cc1
 : 10 | -1
COc1ccc(S(=O)(=O)N(C)CC(=O)Nc2ccccc2)cc1C
 : -13 | 0
COc1ccc(S(=O)(=O)Nc2ccc3c(c2)C(=O)N([C@H](C)CO)C[C@H](C)[C@H](CN(C)S(=O)(=O)c2c(C)noc2C)O3)cc1
 : 5 | ·
CNC[C@H]1OCCCC[C@H](C)Oc2ccc(NC(=O)Nc3ccc(OC)cc3)cc2C(=O)N([C@H](C)CO)C[C@@H]1C
 : 2 | ·

(further entries)
mol	mut p53 react	STK33 kin inh
COc1ccc(CN(C)C[C@H]2Oc3ccc(NC(=O)Nc4ccc(OC)cc4)cc3CC(=O)N([C@H](C)CO)C[C@@H]2C)cc1	22	·
C[C@@H]1CN([C@H](C)CO)C(=O)Cc2cc(NC(=O)Nc3ccc4c(c3)OCO4)ccc2O[C@@H]1CN(C)Cc1ccc(-c2ccccc2)cc1	·	2
CC(Oc1cccc(Cl)c1)c1nc(-c2cccnc2)no1 (centres undefined)	29	0
Cc1ccc(Cl)cc1N(CC(=O)Nc1ccc(I)cc1)S(C)(=O)=O	-13	-1
C[C@H]1CN([C@@H](C)CO)C(=O)CCCn2nncc2CO[C@H]1CN(C)S(=O)(=O)c1ccccc1F	·	0
CC(C)NC(=O)N(C)C[C@@H]1Oc2ccc(NC(=O)Cc3ccccc3)cc2C(=O)N([C@H](C)CO)C[C@@H]1C	·	-2
C[C@@H]1CN([C@@H](C)CO)C(=O)c2cccc(NS(=O)(=O)c3cn(C)cn3)c2O[C@H]1CN(C)C(=O)Nc1ccc(C(F)(F)F)cc1	5	·
COc1ccc(C)cc1NC(=O)CN1C(=O)CN(c2ccccc2)C1=O	1	6
Cc1noc(C)c1NC(=O)N(C)C[C@@H]1OCCCC[C@@H](C)Oc2ccc(NC(=O)CCC(F)(F)F)cc2C(=O)N([C@@H](C)CO)C[C@H]1C	10	·
CCc1ccc(OCC(=O)Nc2ccc3oc(-c4ccccc4F)nc3c2)cc1	-29	1
C[C@@H]1CCCCO[C@H](CN(C)S(=O)(=O)c2ccc(F)cc2)[C@@H](C)CN([C@H](C)CO)C(=O)c2cc(NC(=O)C3CCCCC3)ccc2O1	·	1
COc1ccc(NS(=O)(=O)c2ccc(N)cc2)nn1	·	3
C[C@H]1CN([C@@H](C)CO)C(=O)Cc2cc(NC(=O)CCN3CCOCC3)ccc2O[C@H]1CN(C)C(=O)Nc1ccc(F)cc1	·	-1
C[C@H](CO)N1C[C@H](C)[C@H](CN(C)C(=O)NC2CCCCC2)Oc2c(NS(C)(=O)=O)cccc2C1=O	-1	·
COc1ccc(NC(=O)Cc2c(OC)ccc3cc(Br)ccc23)c(OC)c1	-6	2
CCCC[C@H](O)[C@@H]1CC(OC)=CC(=O)O1	-9	-1
CC(C)NC(=O)N(C)C[C@@H]1Oc2ccc(NC(=O)CCC(F)(F)F)cc2CC(=O)N([C@H](C)CO)C[C@H]1C	-2	0
CS(=O)(=O)N(CC(=O)Nc1ccc(Cl)c(Cl)c1)c1cc(Cl)cc(Cl)c1	-6	-2
CCOC(=O)c1c(NC(=O)C(C)Oc2ccc3c(C)cc(=O)oc3c2)sc2c1CCC2 (centres undefined)	18	4
COc1ccc(NC(=O)Nc2ccc3c(c2)C(=O)N([C@H](C)CO)C[C@H](C)[C@@H](CN(C)Cc2ccccc2)OCCCC[C@@H](C)O3)cc1	3	1
O=C1c2ccccc2C(=O)N1CCc1nc2ccccc2c(=O)n1-c1nc2ccccc2s1	46	0
Cc1cc2nn(-c3ccc(Cl)cc3)nc2cc1NC(=O)COc1ccccc1C	8	2
COc1ccc(S(=O)(=O)Nc2cccc3c2O[C@@H](CN(C)S(=O)(=O)c2cccs2)[C@@H](C)CN([C@H](C)CO)C3=O)cc1	9	·
C[C@H]1CN([C@@H](C)CO)C(=O)Cc2cc(NC(=O)c3ccncc3)ccc2O[C@H]1CN(C)C(=O)Nc1cccc2ccccc12	·	1
C[C@@H]1CN([C@H](C)CO)C(=O)Cc2cc(NC(=O)Nc3ccc(F)cc3)ccc2O[C@H]1CN(C)S(=O)(=O)c1cccs1	·	2
CNC[C@@H]1OCCCC[C@@H](C)Oc2ccc(NS(=O)(=O)c3ccc(Cl)cc3)cc2C(=O)N([C@H](C)CO)C[C@@H]1C	·	3
Cc1ccc(C(=O)NC(NCc2ccco2)(C(F)(F)F)C(F)(F)F)cc1	·	0
C[C@H]1CCCCO[C@@H](CN(C)C(=O)CCC(F)(F)F)[C@@H](C)CN([C@@H](C)CO)C(=O)c2cc(NS(=O)(=O)c3ccccc3)ccc2O1	-2	·
O=C1C(=O)N(Cc2cccnc2)C(c2ccc(Br)cc2)C1C(=O)c1cccs1 (centres undefined)	12	-2
COc1cccc(C#Cc2cnc3c(c2)C(=O)N([C@@H](C)CO)C[C@H](C)[C@@H](CN(C)C(C)=O)O3)c1	1	·
Cc1noc(C)c1NC(=O)Nc1cccc2c1O[C@H](CN(C)C(=O)NC1CCCCC1)[C@@H](C)CN([C@H](C)CO)C2=O	6	·
O=C1O[C@@H](c2ccccc2)[C@@H](c2ccccc2)N2[C@@H](c3ccc(OCCO)cc3)[C@]3(C(=O)Nc4ccc(C#CC5=CCCCC5)cc43)[C@@H](C(=O)NC[C@H](O)c3ccccc3)[C@H]12	·	13
CC(C)CC1NC(=O)C(C)NC1=O (centres undefined)	-7	-5
C[C@@H]1CN([C@H](C)CO)C(=O)c2cc(NC(=O)Nc3ccc4c(c3)OCO4)ccc2O[C@@H](C)CCCCO[C@@H]1CN(C)C(=O)CCC(F)(F)F	6	·
C[C@@H]1CN([C@@H](C)CO)C(=O)c2cccc(N(C)C)c2O[C@H]1CN(C)Cc1ccc(Cl)c(Cl)c1	-10	·
Cc1c(NC(=O)CN(c2cccc(F)c2)S(C)(=O)=O)c(=O)n(-c2ccccc2)n1C	4	-3
COc1ccc(Cl)cc1NC(=O)CSc1nnc(-c2ccccc2)n1C	-2	-8
CC(=O)O[C@@]1(C)[C@@H]2CC(=C(C)C)C(=O)C[C@@]2(C)CC[C@H]1OC(=O)C1(C)OC1C (some centres undefined)	·	-3
CC(=O)Nc1sccc1C(=O)NCc1ccco1	21	-2
C[C@H](CO)N1C[C@H](C)[C@H](CN(C)S(=O)(=O)c2ccccc2)Oc2ncc(C#Cc3ccc(C(F)(F)F)cc3)cc2C1=O	-25	4
Cc1noc(C)c1NC(=O)N(C)C[C@@H]1OCCCC[C@@H](C)Oc2ccc(NS(=O)(=O)c3ccccc3)cc2C(=O)N([C@H](C)CO)C[C@@H]1C	·	-4
COc1ccc(CN(C)C[C@@H]2OCCCC[C@@H](C)Oc3ccc(NS(=O)(=O)c4ccc(Cl)cc4)cc3C(=O)N([C@H](C)CO)C[C@@H]2C)cc1	·	0
C[C@H]1CN([C@@H](C)CO)C(=O)c2cc(NC(=O)Nc3ccc(F)cc3)ccc2O[C@H]1CN(C)Cc1ccc2c(c1)OCO2	-43	0
Cn1c(=O)oc2cc(S(=O)(=O)NCCC(=O)O)ccc21	-9	0
COc1ccc(S(=O)(=O)N(C)C[C@@H]2Oc3ccc(NS(=O)(=O)c4ccccc4)cc3CC(=O)N([C@H](C)CO)C[C@@H]2C)cc1	·	0
Cn1c(Cn2nnc(-c3ccccc3)n2)nnc1SCC(N)=O	4	?
COc1cc(OC)cc(C2C(C#N)=C(N)Oc3n[nH]c(-c4cccnc4)c32)c1 (centres undefined)	6	-5
Cc1noc(C)c1NC(=O)Nc1ccc2c(c1)CC(=O)N([C@@H](C)CO)C[C@H](C)[C@@H](CN(C)S(=O)(=O)c1cn(C)cn1)O2	-3	0
C[C@@H]1CN([C@@H](C)CO)C(=O)c2cc(NS(=O)(=O)c3cccs3)ccc2O[C@@H](C)CCCCO[C@H]1CN(C)Cc1ccccc1	-10	·
Cc1ccc(-c2ccc3c(c2)O[C@@H](CN(C)C(=O)CC2CC2)[C@@H](C)CN([C@H](C)CO)S3(=O)=O)cc1	-20	·
C[C@@H]1CCCCO[C@@H](CN(C)Cc2ccc3c(c2)OCO3)[C@H](C)CN([C@@H](C)CO)C(=O)c2cc(NC(=O)CCCN(C)C)ccc2O1	-1	·
NS(=O)(=O)c1cc2c(cc1Cl)NC(CSCc1ccccc1)=NS2(=O)=O	·	-1
Cc1nnc(SCC(=O)Nc2ccc(I)cc2C(C)C)s1	-7	-4
C[C@H](CO)N1C[C@H](C)[C@H](CN(C)C(=O)Nc2ccc(F)cc2)Oc2ccc(NC(=O)Cn3cnnn3)cc2CC1=O	12	·
COC(=O)C1c2c(oc3cc(CO)cc(O)c3c2=O)C=CC1O (centres undefined)	2	3
C[C@H](CO)N1C[C@H](C)[C@@H](CN(C)C)Oc2ccc(NC(=O)Nc3ccc(F)cc3)cc2C1=O	-3	5
